PI5P4K alpha inh = inhibitors of human PI5P4K alpha | max response, % | AID 652105 | 1.2% of 330,000 active | P48426 | PI5P4Kalpha enzyme, ADP-Glo luminescence, 60 min; stronger effect = lower value; active = max response of -50% or lower; inconclusive = between -30% and -50%; inactive = -30% or higher; note: value at the top dose of about 77 µM; % is set by controls: 0 for no effect and ±100 for the full control effect
Target sequence (P48426 whole entry, looked up): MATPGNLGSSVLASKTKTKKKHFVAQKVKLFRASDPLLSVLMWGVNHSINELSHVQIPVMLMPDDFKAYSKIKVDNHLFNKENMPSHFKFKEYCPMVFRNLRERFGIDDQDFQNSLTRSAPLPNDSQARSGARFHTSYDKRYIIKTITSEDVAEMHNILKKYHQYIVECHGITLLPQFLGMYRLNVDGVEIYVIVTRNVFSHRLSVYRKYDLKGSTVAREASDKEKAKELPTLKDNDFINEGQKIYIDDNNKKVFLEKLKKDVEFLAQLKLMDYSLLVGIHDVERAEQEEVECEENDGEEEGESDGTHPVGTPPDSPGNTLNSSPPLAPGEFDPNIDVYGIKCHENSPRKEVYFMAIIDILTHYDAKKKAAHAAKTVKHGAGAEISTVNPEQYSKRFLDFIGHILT
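Controls without substrate or without enzyme flank wells where PI5P4Kalpha converts substrate using 5 microM ATP (final). Incubation lasts 60 minutes at room temperature; ADP formed is read by ADP-Glo luminescence.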
WRN inhibitor = inhibitors of human WRN helicase; Q14191; WRN helicase unwinding, fluorescent forked duplex, kinetic; Potency, µM (highest dose often 114 µM), for inactives: top-dose activity change, negative = inhibition, hits mostly inhibitors; 0.46% of 360,000 active; note: potency is the fitted concentration of half-maximal effect; % is set by controls: 0 for no effect and ±100 for the full control effect; nearly all actives have a fitted effect of over 55% in size
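Primary qHTS, 1536-well format. 20 nM WRN + compound, 15 min RT; start with 100 nM forked fluorophore/quencher duplex, 2 mM ATP (final); kinetic read ex 525/em 598 nm.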
GLP1R ag = activates the human GLP-1 receptor. HEK293 GLP-1R CRE-luciferase, luminescence, 4-6 h; cells express a hypersensitive GLP-1R form. P43220. Potency, µM (highest dose often 45.6 µM), without a hit: top-dose activation, most hits filed as activators. 0.007% of 380,000 active; note: potency is the fitted concentration of half-maximal effect; % of control where 0% means no effect
Target sequence (P43220 whole entry, looked up): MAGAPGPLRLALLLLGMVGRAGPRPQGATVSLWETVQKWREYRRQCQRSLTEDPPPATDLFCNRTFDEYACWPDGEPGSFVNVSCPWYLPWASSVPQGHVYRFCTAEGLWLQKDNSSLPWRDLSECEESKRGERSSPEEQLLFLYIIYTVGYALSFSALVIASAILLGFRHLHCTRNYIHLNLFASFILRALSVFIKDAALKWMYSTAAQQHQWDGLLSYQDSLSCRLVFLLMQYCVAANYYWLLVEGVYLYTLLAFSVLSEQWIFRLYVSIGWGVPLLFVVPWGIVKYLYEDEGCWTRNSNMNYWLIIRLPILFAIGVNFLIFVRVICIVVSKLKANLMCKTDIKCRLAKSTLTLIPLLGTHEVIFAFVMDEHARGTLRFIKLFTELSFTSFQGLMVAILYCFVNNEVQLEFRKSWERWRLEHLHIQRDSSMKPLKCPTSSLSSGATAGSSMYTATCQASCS
PLK1 PBD block = PLK1 (human) polo-box domain binding inhibition; P53350; Potency, µM, without a hit: max response, negative = inhibition, hits mostly inhibitors; 2.8% of 360,000 active; Plk1 PBD binding of FITC phosphopeptide, fluorescence polarization; AID 720504; note: potency is the fitted concentration of half-maximal effect; series mostly up to about 57 µM; % is set by controls: 0 for no effect and ±100 for the full control effect; nearly all actives have a fitted effect of over 65% in size
IL2 activator = activates IL-2 in a cell-based reporter assay | activation, % (series mostly up to about 46 µM) | AID 652025 | IL-2 activation reporter assay, cell-based qHTS; stimulated with anti-CD3/CD4/CD28 beads; in transgenic mouse T cells | 0.065% of 360,000 active; in the data active = activation above about 50%; inconclusive = mostly about 30% to 49%; note: 0% is about no effect
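Quantitative HTS in unstimulated transgenic mouse T cells, with memory T cells as non-tolerant control and PMA/ionomycin as tolerance-bypass control. Compound pretreatment lasted 60 minutes before 18 h bead stimulation; EGFP/DsRed fluorescence read.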
GLP1R inv ag = inverse agonists of human GLP-1 receptor; P43220; HEK293 GLP-1R CRE-luciferase, luminescence, 24 h; GLP-1R form is constitutively active; Potency, µM (titrated, usually from 38.3 µM), for the others: at the top dose activity change, negative = inhibition, hits mostly inhibitors; 1.6% of 410,000 active; AID 624417; note: potency is the fitted concentration of half-maximal effect; % is set by controls: 0 for no effect and ±100 for the full control effect; nearly all actives have a fitted effect of over 55% in size
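GLP-1R inverse agonism mode: basal reporter luminescence in engineered HEK293 cells measured after one day of compound exposure at 37 deg C, with a 12 min room-temperature detection step.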
DRD3 antagonist = blocks the human D3 dopamine receptor; D3R cells, DiscoveRx beta-arrestin luminescence, antagonist mode; stronger effect = lower value; max response, negative = inhibition, %; 2.5% of 360,000 active; AID 652054; in the data active = max response below about -50%; inconclusive = no clear call, values can overlap the other calls; note: % is set by controls: 0 for no effect and ±100 for the full control effect; mostly tested at two doses, the higher about 12 µM
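Cells plated overnight at 1500 cells/well, then exposed to library compounds with dopamine controls for 90 minutes at 37 degrees C. DiscoveRx reagent added for 30–60 minutes at room temperature; luminescence read, quantitative HTS format.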
D3 ag = activates the human D3 dopamine receptor; P35462; D3R DiscoveRx beta-arrestin cells, luminescence, 90 min; max activation, %; 0.58% of 410,000 active; AID 652048; in the data active = max activation above about 30%; note: 0% is about no effect; mostly tested at two doses, the higher about 12 µM
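Agonist-mode cell screen: cells plated at 1500/well and incubated overnight at 37 °C, then exposed to library compounds for 90 min at 37 °C. Detection reagent was added for 30–60 min at room temperature, and luminescence was read.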
HEK293 tox = cytotoxic in the GLP-1 receptor inverse agonist counter-screen | HEK293 cAMP-luciferase reporter cells, luminescence, 24 h | Potency, µM (titrated, usually from 38.3 µM), without a hit: top-dose activity change, negative = inhibition, hits mostly inhibitors | 0.13% of 410,000 active | AID 624418;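 note: loss of luciferase light is scored as toxicity; potency is the fitted concentration of half-maximal effect; % is set by controls: 0 for no effect and ±100 for the full control effect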
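Step one: seed cells (200 cells/uL, DMEM with 10% Nu serum, 1% pen-strep). Step two: 12-hour incubation at 37 deg C. Step three: pin 23 nL compound, incubate 24 hr. Step four: add luciferase reagent, read luminescence 12 min later.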
* marks the source's active call; other numbers are inactive results; ? = inconclusive; . = not tested or not shown; & = joins results of further samples; [ ] = remark or other dose. Unless noted, calls come from the whole dose curve; as a rule, active = well fitted curve in the direction sought with a large enough effect; inconclusive = small, poorly fitted or top-dose-only effect, or another doubt; inactive = no such curve, though single readings can be large; an effect the other way counts as inactive or inconclusive.

SMILES	PLK1 PBD block	PI5P4K alpha inh	HEK293 tox	GLP1R inv ag	WRN inhibitor	DRD3 antagonist	IL2 activator	GLP1R ag	D3 ag
CCOC(=O)N1CCN(C(=O)c2oc3ccc(S(=O)(=O)N4CCCCC4)cc3c2C)CC1	-1%	.	-20%	7%	-3%	18	-0.1	6%	44*
Cc1nc(C(F)(F)F)ccc1C(=O)N1CCC1(C)C(=O)NS(=O)(=O)c1ccc(C(C)(C)C)cc1 (stereo unspecified)	1%	9	-1%	?	0%	-5	0.0	6%	4
Cc1ccc(S(=O)(=O)N2CCN(C(=O)CSc3nnnn3C)C2)cc1	-1%	2	-1%	-7%	-10%	0	-3.9	4%	0
CCc1nc2c(OCc3ccccc3)cccn2c1N(C)C(=O)COc1ccccc1	-1%	-9	-2%	-14%	4%	0	-0.5	-1%	-11
O=C1C=C(NS(=O)(=O)c2ccccc2)C(=O)c2ccccc21	-9%	2	-23%	9%	2%	-27	-0.6	0%	1
COc1cc(OC)c2c(C)cc(=O)oc2c1	-5%	2	69%[activator]	44%[activator]	-16%	0	-0.5	2%	-2
Cc1ccc(S/C(=N\S(=O)(=O)c2ccc(Cl)cc2)c2ccccc2)cc1	2.7µM*	.	2%	-21%	4%	18	-3.5	-5%	1
CCc1nc2ccccc2nc1N1CCN(S(=O)(=O)c2ccc(Cl)cc2)CC1	-4%	9	3%	7%	-9%	-13	-0.4	6%	-3
COc1cc(C(=O)Nc2nnc(C(F)(F)F)s2)c([N+](=O)[O-])cc1OC	-10%	0	0%	1%	5%	9	-0.5	-2%	3
CSc1ccc(C2C(C(=O)Nc3ccccc3)=C(C)Nc3nc4ccccc4n32)cc1 (stereo unspecified)	.	.	-1%	0%	.	.	.	6%	-5
COc1ccc2oc(=O)c(C(=O)Nc3cccc(C(C)=O)c3)cc2c1	-5%	-3	-1%	17%	1%	49	0.6	27%	2
O=C(Nc1cnn(C23CC4CC(CC(C4)C2)C3)c1)c1cc(-c2ccccc2)on1	-8%	.	-1%	0%	-6%	?	-2.6	-6%	-32
CCCCN(CCCC)CCCN1CC(=O)N2[C@@H](Cc3c([nH]c4ccccc34)C2(C)C)C1=O	-1%	3	2%	-21%	4%	5	-1.6	-4%	-3
CCC(CC)C(=O)Nc1cccc(C(=O)NCCc2ccccc2)c1	-9%	-2	-2%	-3%	12%	-1	-1.2	3%	0
Cc1ccc(S(=O)(=O)n2nc(C)c(S(=O)(=O)N3CCOCC3)c2C)cc1	1%	1	-11%	6%	1%	13	-3.3	-5%	5
CCCn1nc(NC(=O)c2cccs2)c2cc3cc(C)ccc3nc21	-5%	5	32%[activator]	-28%	-9%	3	-2.6	11%	-12
CCOC(=O)c1oc2cc(C)cc(C)c2c1C	3%	-7	4%	-2%	1%	-11	0.5	-1%	-3
COc1ccc(N2CCN(C(=O)COC(=O)c3nc(Cl)ccc3Cl)CC2)cc1	-7%	-1	5%	6%	8%	13	-2.8	16%	3
CC(=O)C(Sc1nc(N(C)C)nc(N(C)C)n1)C(=O)Nc1ccccc1 (stereo unspecified)	-19%	0	6%	-24%	-20%	-6	0.5	4%	-9
COc1ccccc1C(=O)NC(=O)COC(=O)c1cccc(OC(F)F)c1	4%	-1	-6%	5%	-2%	-18	0.5	-3%	2
COc1ccc(C=O)cc1COc1ccc(F)cc1F	-21%	-28	-26%	-9%	-8%	-17	-0.5	8%	-1
O=C(OCc1c(F)cccc1Cl)c1cnccn1	-6%	-3	12%	2%	9%	-15	-3.0	-4%	-3
COC(=O)c1sc(NC(=O)c2ccc(Cn3cc(Cl)cn3)o2)c(C#N)c1C	3µM*	?	38%[activator]	8%	?	?	-0.1	0%	-12
CCCc1ccc(C(=O)NNc2cc(Cl)ccc2Cl)cc1	3%	0	-7%	1.3µM*	-1%	-25	-6.1	0%	-10
c1ccc(-c2csc(Nc3nc(N4CCOCC4)nc(N4CCOCC4)n3)n2)cc1	-5%	0	-20%	-5%	-5%	22	-0.2	-9%	8
COc1cc(OC)cc(-c2nnc(SCC(=O)N3CCCCC3)o2)c1	-2%	0	-21%	16%	-5%	3	3.2	11%	1
COc1cccc(-c2nn(C)c3sc(C(=O)NCc4ccc5c(c4)OCO5)cc23)c1	-2%	-6	-15%	11%	-4%	0	-3.3	12%	-11
Cc1c(Cl)cccc1NC(=O)CCC(=O)NNC(=O)c1ccco1	-1%	.	4%	-10%	1%	23	1.4	-8%	14
CC(OC(=O)c1ccc(Br)c(S(=O)(=O)N2CCOCC2)c1)C(=O)NC1CCCCC1C (stereo unspecified)	-7%	-8	-1%	0%	-1%	0	-0.9	8%	-6
Cc1occc1C(=O)Nc1cccc2ccccc12	-6%	-10	-8%	?	-20%	-12	-2.0	2%	4
COc1ccc(NC(=O)CCCN2C(=O)C3CC=CCC3C2=O)cc1 (stereo unspecified)	-4%	-5	9%	7%	-36%	-12	-1.5	0%	5
COc1cccc(/C=N/NC(=O)C(=O)N2CCCC2)c1O	-5%	.	9%	1%	2%	9	-1.0	-4%	14
O=C(Cc1cccs1)Nc1cccc(-c2nc3cc4ccccc4cc3[nH]2)c1	-10%	-28	-22%	11µM*	-25%	11	-3.5	-26%	14
O=C(NCCc1ccc(C(F)(F)F)cc1)C1CCC(=O)N(CCc2cccc(F)c2)C1 (stereo unspecified)	2%	6	6%	?	-5%	1	-0.4	-5%	3
COCCNC(=O)COc1ccc(Br)cc1Cl	3%	1	-7%	8%	-3%	2	6.4	4%	4
COc1ccccc1N1CCN(Cc2nc(-c3cc(OC)c(OC)c(OC)c3)no2)CC1	.	.	6%	-4%	.	.	.	-1%	5
O=C(COc1ccccc1F)Nc1cc(S(=O)(=O)N2CCOCC2)ccc1N1CCOCC1	-3%	3	-5%	43%[activator]	-2%[57.1 µM]	-10	-2.4	12%	6
COC(=O)/C=c1/s/c(=C(/C#N)C(=O)N2CCOCC2)n(-c2ccccc2)c1=O	27µM*	-15	9%	28%	7%	8	0.0	-14%	-1
CCNc1nc2c(c(=O)n(C)c(=O)n2C)n1Cc1ccc(Cl)cc1	-4%	0	-4%	2%	-4%	-17	-2.8	-6%	4
CCN(CC(=O)Nc1ccc(C(=O)OC)cc1)Cc1ccccc1	-3%	1	4%	-1%	-9%	-11	-3.4	-6%	-2
C/C=C(/C)C(=O)Nc1cccc(C2=NOC3(C2)C[C@H](C(N)=O)N(C(=O)c2ccccc2)C3)c1 (stereo partly specified)	3%	-1	4%	11%	10%	-22	1.8	11%	0
O=[N+]([O-])c1cccc(-c2nnnn2-c2cccc(F)c2)c1	-6%	-2	0%	7%	4%	5	0.0	14%	2
O=C(Cc1c(F)cccc1Cl)NCC(=O)OCc1ccccc1	3%	5	-11%	?	-1%	4	2.3	11%	-5
N#CCNC(=O)C1CC(=O)N(CCc2ccc(F)cc2)C1 (stereo unspecified)	-9%	0	2%	10%	-12%	1	-0.4	-2%	2
CNCCOCC(O)CSc1ccccc1 (stereo unspecified)	0%	-4	3%	-15%	-1%	-15	-0.3	1%	2
CC(=O)Nc1ccc(/C=C/c2noc(-c3ccccc3O)n2)cc1	-7%	3	-2%&20%	5%&13%	1%	?	-0.2	-4%	-16&3
O=C(O)Cn1cccc1C(=O)c1ccccc1	-10%	.	-5%	-2%	-13%	-22	0.8	-16%	-19
N=c1c2c(-c3ccccc3)c(-c3ccccc3)n(Cc3ccccc3)c2ncn1CCCO	9%	.	?	?	10%	-25	0.6	0%	-1
COc1cc2cc(CN(CCCN3CCOCC3)C(=O)Nc3ccc(F)cc3)c(=O)[nH]c2cc1OC	5%	2	2%	3%	-4%	-2	-1.3	-7%	-3
CN(C)S(=O)(=O)c1cccc(NC(=O)c2cc3ccccc3o2)c1	4%	-1	-16%	0%	-18%	10	-2.3	12%	3

Following part
SMILES	PLK1 PBD block	PI5P4K alpha inh	HEK293 tox	GLP1R inv ag	WRN inhibitor	DRD3 antagonist	IL2 activator	GLP1R ag	D3 ag
CC(C)N(C)S(=O)(=O)c1ccc(NC(=O)CSC(=S)N2CCCC2)cc1	-11%	1	-3%	?	-11%	-12	0.3	0%	-12
Cc1cccc(C)c1NC(=O)CCCN1CC(C)OC(C)C1 (stereo unspecified)	-18%	0	11%	27%	2%	1	0.9	-10%	-8
Cc1ccc(S(=O)(=O)/N=C(/NNC(=O)c2cccc(Cl)c2)c2ccccc2)cc1	1%	0	-5%	-19%	-6%[57.1 µM]	3	1.6	4%	-2
Cc1ccc(-c2csc3ncn(CC(N)=O)c(=O)c23)cc1C	-2%	9	-6%	-3%	2%	7	-0.4	7%	6
COC(=O)CCS(=O)(=O)c1ccc(Cl)c(Cl)c1	-7%	.	0%	0%	-2%	-3	-2.1	-7%	-6
Cc1ccc(Cl)cc1N1CCN(C(=O)c2ccccc2SCC(=O)N2CCCC2)CC1	-3%	1	0%	?	4%	12	0.5	5%	2
Nc1c(S(=O)(=O)c2cccs2)c2nc3ccccc3nc2n1Cc1ccccc1	-2%	0	6%	-20%	-15%	-29	-4.5	1%	0
CC(=O)c1c(COC(=O)c2ccc(C)cc2)nc2ccccc2[n+]1[O-]	-5%	6	-26%	-8%	-7%	3	-2.8	5%	7
Cc1ccc(C)c(OCCC(=O)N2CCN(S(=O)(=O)c3cc(F)ccc3F)CC2)c1	-7%	5	-4%	?	-9%	4	-0.1	9%	-1
CCCC(CCC)C(=O)NCCN1CCOCC1	-7%	-13	-12%	-6%	-1%	15	0.1	-14%	4
CC(=O)c1cc2c(cc1NC(=O)Cn1nc(-c3ccc(F)cc3)ccc1=O)OCO2	-7%	4	5%	4%	4%	-11	-0.3	17%	-1

Reformatted: 2 of the compounds above.
Cc1ccc(Cl)cc1N1CCN(C(=O)c2ccccc2SCC(=O)N2CCCC2)CC1
  PLK1 PBD block: -3% | PI5P4K alpha inh: 1 | HEK293 tox: 0% | GLP1R inv ag: ? | WRN inhibitor: 4% | DRD3 antagonist: 12 | IL2 activator: 0.5 | GLP1R ag: 5% | D3 ag: 2
Nc1c(S(=O)(=O)c2cccs2)c2nc3ccccc3nc2n1Cc1ccccc1
  PLK1 PBD block: -2% | PI5P4K alpha inh: 0 | HEK293 tox: 6% | GLP1R inv ag: -20% | WRN inhibitor: -15% | DRD3 antagonist: -29 | IL2 activator: -4.5 | GLP1R ag: 1% | D3 ag: 0
